Screens as filed in PubChem BioAssay.
IL1B secr inh: qHTS for Inhibitors of Inflammasome Signaling: IL-1-beta AlphaLISA Primary Screen; THP-1 LPS/ATP IL-1B secretion, AlphaLISA, 16 h; hits give low values; AID 743279, 2014; 360,000 tested, 4.7% active; activity change, % at 57.5 µM; in the data active means activity change below about -50%; inconclusive means mostly about -30% to -49%; further: on the % scale 0 is the no-effect control and ±100 the full control effect
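THP-1 cells pretreated 1 hr with compounds (up to 57.5 uM final), then stimulated with LPS (250 ng/mL final) plus ATP (1.25 mM final); secreted IL-1B measured by AlphaLISA after 16 hr, decreased signal indicating inhibition.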
ATXN2 expr inh: Primary qHTS for Inhibitors of ATXN expression. HEK-293 ATXN2-luciferase reporter, luminescence, 24 h. Potency, µM (series often up to 57 µM), for inactives: top-dose activity change, negative = inhibition, hits mostly inhibitors. 360,000 tested, 0.72% active. AID 1745845, 2022; further: potency means the concentration at half of the fitted maximal effect; on the % scale 0 is the no-effect control and ±100 the full control effect; nearly all actives have a fitted effect of over 55% in size
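ATXN2-luciferase reporter cells (luciferase flanked by upstream and downstream ATXN2 gene portions) were treated 24 h at 37 °C with compounds at up to 57 uM. SteadyGlo luminescence gave expression; GF-AFC fluorescence gave viability.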
MCF10A rereplic: A quantitative high throughput screen for small molecules that induce DNA re-replication in MCF 10a normal breast cells; Potency, µM (series often up to 46.1 µM), for the others: at the top dose activity, positive = re-replication, usual class: activators; AID 624296, 2012; 350,000 tested, 2.9% active; MCF 10A DNA re-replication, Hoechst nuclear intensity, 48 h; further: potency means the concentration at half of the fitted maximal effect; % of control where 0% means no effect; nearly all actives have a fitted effect of over 50% in size
S2 tox: Viability Counterscreen for Primary qHTS for Inhibitors of ATXN expression; S2 cells (HEK-293 line with an ATXN2-luciferase reporter) viability, CellTiter-Fluor protease fluorescence, 24 h; Potency, µM (highest dose often 56.7 µM), hits mostly cytotoxic; 400,000 tested, 0.49% active; AID 651635, 2014; further: potency means the concentration at half of the fitted maximal effect; nearly all actives have a fitted effect of over 40% in size
KB-V1 MDR tox: qHTS assay for MDR1-selective chemotherapeutics: Primary screen using the drug-selected MDR subline cells KB-V1; KB-V1 MDR cells viability, CellTiter-Glo, 72 h; Potency, µM (doses to about 46.1 µM), inactives show at the top dose activity change, negative = cytotoxicity, actives largely listed as cytotoxic; 400,000 tested, 3.4% active; AID 1347076, 2019; further: potency means the concentration at half of the fitted maximal effect; on the % scale 0 is the no-effect control and ±100 the full control effect; nearly all actives have a fitted effect of over 60% in size
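qHTS viability screen in drug-selected KB-V1 MDR cells: 72 h compound treatment at 37 degrees C, ATP luminescence end point.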
HT1080 IDH1KD tx: qHTS for induction of synthetic lethality in tumor cells producing 2HG: qHTS for the HT-1080-IDH1KD cell line. HT-1080 IDH1 knockdown viability, ATP luminescence, 48 h. Potency, µM (highest dose often 46.1 µM), without a hit: top-dose activity, negative = toxicity, hits mostly cytotoxic. 360,000 tested, 2% active;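 further: potency means the concentration at half of the fitted maximal effect; 0% = DMSO wells and -100% = cell-free medium wells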
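After a 2 h attachment period, IDH1KD HT-1080 cells took pin-transferred compound for 48 h at 37 °C; ATP-based luminescence after 10 min room-temperature reagent incubation reported viability.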
KB-3-1 tox: qHTS assay for MDR1-selective chemotherapeutics: Primary screen using the parental adenocarcinoma cell KB-3-1; Potency, µM (titrated, usually from 46.1 µM), for the others: top-dose activity change, negative = cytotoxic, hits mostly cytotoxic; KB-3-1 viability, CellTiter-Glo ATP luminescence, 72 h; AID 1347075, 2019; 400,000 tested, 1.4% active; further: potency means the concentration at half of the fitted maximal effect; on the % scale 0 is the no-effect control and ±100 the full control effect; nearly all actives have a fitted effect of over 60% in size
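Multi-concentration cytotoxicity screen in KB-3-1 cells grown in DMEM lacking phenol red with 10% FBS. After 72 h at 37 °C with compound, ATP-dependent luminescence was recorded.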
SW480 rerep: A quantitative high throughput screen for small molecules that induce DNA re-replication in SW480 colon adenocarcinoma cells | 340,000 tested, 1.8% active | Potency, µM (highest dose often 46.1 µM), for the others: at the highest dose re-replication activation, actives largely listed as activators | SW480 DNA re-replication, Hoechst DNA content imaging, 48 h; further: potency means the concentration at half of the fitted maximal effect; % of control where 0% means no effect; nearly all actives have a fitted effect of over 55% in size
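250 cells/well; 23 nL cpd via pin tool; 48 hr, 37 C, 5% CO2; Hoechst 40 min; imager read of total nuclear intensity, ex 405/em 500-530 nm.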
HT1080NT lethal: qHTS for induction of synthetic lethality in tumor cells producing 2HG: qHTS for the HT-1080-NT fibrosarcoma cell line; Potency, µM (series often up to 46.1 µM), for the others: at the highest dose activity, negative = less viability, usual class: cytotoxic; 360,000 tested, 1.6% active; HT-1080-NT fibrosarcoma viability, CellTiter-Glo ATP luminescence, 48 h; AID 686970, 2013;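 further: NT is the 2HG producing partner of a matched IDH1 knockdown line; potency means the concentration at half of the fitted maximal effect; 0% = DMSO-treated cells and -100% = media-only wells without cells; nearly all actives have a fitted effect of over 55% in size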
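Viability of the 2HG-overproducing fibrosarcoma line after 48 hours of compound exposure at 37 degrees C was determined by luminescence with CellTiter-Glo, and concentration-effect curves were then fitted and categorized.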
* hit, by the source's call; i = inactive; ? = inconclusive; / = no result given; & = joins results of further samples; [ ] = remark or other dose. Unless noted, the call rests on the fitted dose curve; in most records, active means well fitted curve in the direction sought with a large enough effect; inconclusive means small, poorly fitted or top-dose-only effect, or another doubt; inactive means no such curve, though single readings can be large; an effect the other way counts as inactive or inconclusive.

Screens in order – IL1B secr inh, ATXN2 expr inh, MCF10A rereplic, S2 tox, KB-V1 MDR tox, HT1080 IDH1KD tx, KB-3-1 tox, SW480 rerep, HT1080NT lethal
1. COC(=O)c1cc(OC(=O)CCc2ccc(OC)c(OC)c2)cc(C(=O)OC)c1
  13, 3%, -9%, i, ?, 8%, 0%, -2%, -4%
2. CCCNC(=O)Nc1ccc(F)c(Cl)c1
  -18, 17%, -7%, i, -12%, 6%, -3%, 0%, -1%
3. CCOc1cc(CN2CCN(C(=O)c3ccco3)CC2)ccc1OC
  -2, 2%, 16%, i, -6%, 9%, -1%, -1%, 7%
4. Cc1occc1C(=O)N1CCCC(Nc2ccc(C(C)C)cc2)C1 (stereo not drawn)
  -14, -4%, ?, i, /, 0%, /, 0%, 0%
5. Cc1ccc(NS(=O)(=O)c2ccc(NC(=O)N3CCCCC3)cc2)cc1
  i, -5%, 4%, i, ?, 8%, -14%, -10%, -1%
6. CCC(C)c1c(O)nc(SCC(=O)N2CCCCCC2)[nH]c1=O (stereo not drawn)
  -51*, 19%, -3%, i, 10%, 8%, -4%, -1%, 6%
7. NC/C(=N\O)c1ccc(Cl)cc1Cl
  -5, -19%, -1%, i, 1%, -5%[9.24 µM], -5%, -2%, -5%
8. FC(F)(F)c1nc2nccnc2[nH]1
  0, /, /, i, 12%, 9%, 13%, /, ?
9. O=C1NN=C(c2ccc(Cl)cc2)CC1c1cccc(Cl)c1 (stereo not drawn)
  -14, -32%, 11%, ?, ?, 0%[9.24 µM], 5%, -5%, -25%
10. CC1CCCCC12NC(=O)N(CC(=O)Nc1cccc(S(=O)(=O)N3CCCCC3)c1)C2=O (stereo not drawn)
  6, -10%, -3%, i, -21%, -2%, -9%, -50%[inhibitor], -1%
11. Cc1ccc2c(c1)n([O-])c1c([n+]2=O)CCCC1
  9, -1%, ?, i, 2%, -1%, 2%, -4%, -4%
12. CCc1ccc(NC(=O)C2CCN(c3c(N4CCCC4)c(=O)c3=O)CC2)cc1
  91, -10%, 2%, i, 10%, -1%, 6%, ?, 0%
13. Nc1ccn(Cc2cccc(F)c2)n1
  10, /, 4%, i, 29%, 7%, 11%, -2%, 2%
14. CC1CCC(C(=O)NC(C(=O)NCCc2ccc(S(N)(=O)=O)cc2)C(C)C)CC1 (stereo not drawn)
  -2, 2%, 2%, i, -3%, -1%, -2%, -5%, 0%
15. COc1ccc(-c2cc(C(=O)Nc3cc(C)nn3-c3ccccc3)no2)cc1
  23, 4%, 4%, i, -3%, -8%, -2%, 5%, 2%
16. CCCCc1c(CCC)c(=N)c2ccccc2n1C
  -77*, -21%, ?, i, 9%, 21µM*, ?, 12%, -15%
17. CCc1nnc(NC(=O)CSc2nccn2Cc2ccc(Cl)cc2)s1
  /, -15%, /, i, -5%, /, 12%, /, /
18. CCOC(=O)N1CCN(C(=S)NC)CC1
  -4, 13%, 1%, i, 10%, 15%, -1%, -6%, 12%
19. Clc1ccc(Cn2cc(/C=N/n3cnnc3)c3ccccc32)c(Cl)c1
  0, -13%, ?, i, -19%, ?, ?, ?, ?
20. CC(C)N(CCO)C(=O)CCc1nnc(CCCc2ccccc2)o1
  9, 36%, -1%, i, -18%, 24%, 7%, 0%, 17%
21. C=CCn1c(=N)n(CC(=O)O)c2ccccc21
  -2, 0%, -1%, i, -2%, 3%, 12%, 0%, 0%
22. CCOC(=O)/C(=N/Nc1ccccc1)c1csc(Nc2ccccc2)n1
  -1, -3%, ?, ?, ?, ?, 12%, ?, ?
23. COc1ccc(Cl)cc1NC(=O)c1cccc(-n2cnnn2)c1
  -9, -24%, -2%, i, 14%, -1%, 7%, 9%, 0%
24. Cc1ccc(/C=N/Nc2ccc3c(C(F)(F)F)cc(C(F)(F)F)nc3n2)cc1
  5, 1%, -2%, i, 0%, 13%, ?, -1%, 17%
25. COC(=O)[C@@H](Cc1ccccc1)NC(=O)NCCc1ccccc1
  5, -6%, 2%, i, 14%, -17%, 6%, 28%, -11%
26. Nc1nc(N)c(C=Nc2ccc(Br)cc2)c(Nc2ccc(Br)cc2)n1
  ?, /, ?, i, 3%, 1%, 9%, 0%, -1%
27. CC1CC(C)CN(CCCOc2ccccc2[N+](=O)[O-])C1 (stereo not drawn)
  -10, -10%, -1%, i, ?, 4%, 6%, 3%, 1%
28. O=C(/C=C/c1nc2ccccc2s1)N1CCCCCC1
  -21, 1%, 21%, i, -22%, 5%, ?, 8%, 13%
29. CCOC(=O)C1=C(C)N(CCCC(=O)O)C(=O)NC1c1cccc(OC)c1 (stereo not drawn)
  6, 2%, ?, i, -1%, 11%, 17%, 1%, 11%
30. COc1cc(C(=O)Oc2c(Sc3ccc(C)cc3)c(C)nn2-c2ccccc2)cc(OC)c1OC
  /, -4%, /, i, 27%, /, 3%, /, /

The final 2 compounds of the part before open the next one:
Screens in order – IL1B secr inh, ATXN2 expr inh, MCF10A rereplic, S2 tox, KB-V1 MDR tox, HT1080 IDH1KD tx, KB-3-1 tox, SW480 rerep, HT1080NT lethal
29. CCOC(=O)C1=C(C)N(CCCC(=O)O)C(=O)NC1c1cccc(OC)c1 (stereo not drawn)
  6, 2%, ?, i, -1%, 11%, 17%, 1%, 11%
30. COc1cc(C(=O)Oc2c(Sc3ccc(C)cc3)c(C)nn2-c2ccccc2)cc(OC)c1OC
  /, -4%, /, i, 27%, /, 3%, /, /
31. CN(C)C(=O)COc1ncnc2scc(-c3ccc(F)cc3)c12
  -12, -12%, -8%, i, -22%, 20%, 22%, -1%, 2%
32. O=S(=O)(NCc1csc(-c2cccs2)n1)c1ccccc1
  13, 13%, 1%, i, -20%, -5%, -15%, 12%, -2%
33. CCCNC(=O)CN1C(=O)COc2ccc(S(=O)(=O)N3CCCC3)cc21
  /, 8%, /, i, 0%, /, 0%, /, /
34. CCC(=O)N(CC(=O)Nc1sc(C)c(C)c1C(N)=O)Cc1ccc(F)cc1
  8, 0%, 8%, i, ?, 8%, 0%, -5%, 6%
35. CN1C(=O)[C@@H]2[C@H](C1=O)[C@@H]1C(=O)Nc3ccccc3C(=O)N1[C@@H]2c1ccc(F)cc1
  11, 9%, 6%, i, 11%, 4%, -11%, 0%, 8%
36. CCN(CC)S(=O)(=O)c1ccc(N2CCOCC2)c(NC(=O)COc2ccccc2C#N)c1
  4, -16%, -1%, i, -23%, -3%, -2%, 1%, -3%
37. COc1ccc(CS(=O)(=O)CC(C)(O)c2ccccc2Cl)cc1 (stereo not drawn)
  ?, /, 2%, i, 2%, 2%, -3%, -7%, 1%
38. Cc1ccc(NC(=O)C(Nc2ccccc2)c2ccccc2)cc1 (stereo not drawn)
  -11, -15%, 0%, i, 2%, 15%, 8%, -9%, 25%
39. COc1ccc(NC(=O)c2cc(C3CCCCN3C(=O)c3cc(OC)c(C)c(OC)c3)on2)c(C)c1 (stereo not drawn)
  ?, -26%, /, i, 4%, -22%, ?, /, -29%
40. Cc1ccccc1S(=O)(=O)Nc1ncnc2scc(-c3ccccc3)c12
  0, -3%, ?, i, ?, 7%, -22%, -44%[inhibitor], 6%
41. O=C(OCc1ccc(F)cc1)c1cc(S(=O)(=O)N2CCCCC2)ccc1N1CCOCC1
  -5, -18%, ?, i, ?, -4%, ?, 0%, -6%
42. O=C(Nc1cccc(C(F)(F)F)c1)c1cc(-c2ccc(Cl)cc2)on1
  /, -8%, /, i, 26%, /, 6%, /, /
43. CCOC(=O)c1ccc(NC(=O)NC2CC3CCC(C2)N3Cc2nnnn2C(C)(C)C)cc1 (stereo not drawn)
  14, -2%, 5%, i, 1%, -6%, 4%, -5%, -25%
44. COc1cccc(C(=O)Nc2ccc3c(C)cc(=O)oc3c2)c1
  ?, 1%, -6%, i, 0%, 2%, ?, 2%, 5%
45. Nc1ccc(-c2nnn(CC(=O)N3CCCCC3)n2)cc1
  7, /, 1%, i, 8%, -1%, -17%, 8%, -2%
46. COc1ccc(CCNC(=O)c2ccc3c(c2)N(Cc2ccc(F)cc2)CCS3)cc1OC
  -2, -31%&-20%, ?, ?, -23%&-28%, -5%, 0%&-21%, -9%, 0%
47. C=CCSc1nnc2n(-c3ccccc3OC)c(=O)c3c4c(sc3n12)CCC4
  0, -4%, -1%, i, -4%, 2%, -7%, -3%[9.22 µM], -16%
48. C#CCOCCOCCOCCNc1nc(N2CCN(C(=O)[C@H]([C@@H](C)CC)n3cc([C@@H](N)CO)nn3)CC2)nc(N2CCN(C(=O)[C@H]([C@@H](C)CC)n3cc([C@@H](N)Cc4ccc(O)cc4)nn3)CC2)n1
  9, 11%, 7%, i, 30%, 8%, 4%, 10%, 15%
49. FC(F)(F)c1nc2ccccc2n2c(-c3ccc(Cl)cc3)nnc12
  ?, -24%, 13µM*, i, 5.8µM*, 4.6µM*, 4.6µM*, 26%, 5.8µM*
50. COC(=O)CNC(c1ccccc1)c1cc(Br)ccc1NC(=O)c1ccccc1 (stereo not drawn)
  /, ?, /, ?, -12%, /, 2%, /, /
51. COc1ccc(Cn2cnc3c(NS(C)(=O)=O)c(C)c(C)cc32)cc1
  -7, 18%, 1%, i, -13%, -3%, -4%, 1%, -11%
52. O=C(c1ccco1)N1CCN(C(c2ccc(F)cc2)c2nnnn2CC2CCCO2)CC1 (stereo not drawn)
  5, -3%, -2%, i, -5%, 7%, 4%, -2%, -1%
53. COc1ccc(NC(=S)N2CCN(S(=O)(=O)c3ccc(OC)cc3)CC2)cc1
  -6, -8%, 2%, i, ?, -8%, -15%, -5%, -2%
